NS3 helicase inh – HCV NS3 helicase inhibition; inhibition, % at 10.9 µM; NS3 helicase DNA unwinding, Cy5 molecular beacon fluorescence; 290,000 compounds, 0.56% hits; AID 1800;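 active = inhibition above the mean of all tested compounds plus 3 SD, set per campaign, cut at about 35% in these data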;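 also: 0% = DMSO wells and 100% = thioflavine S control wells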
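Measured by: Cy5 fluorescence, 0 and 60 min reads / Assay system: NS3 helicase fragment of HCV / Control set: low DMSO, high thioflavine S at 110 µM / Times: 1 h reaction at 25 °C, ATP-initiated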
IDE act – boosts human insulin-degrading enzyme activity in HEK cells. activation, % at 5.96 µM. FAbeta-B cleavage, fluorescence polarization; 0% vehicle, 100% cell-free pure enzyme wells. 340,000 compounds, 0.073% hits. P14735;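 active = activation above the mean of all tested compounds plus 3 SD, set per screening campaign, cut at about 17% in these data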
IMP-1 inh – inhibitors of Pseudomonas aeruginosa IMP-1 metallo-beta-lactamase; purified IMP-1, nitrocefin hydrolysis, epi-absorbance fluorescence; inhibition, % at 5.6 µM; 290,000 compounds, 0.45% hits;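 active = inhibition above the mean plus 3 SD of all compounds in the same screening run, cut at about 4.5% in these data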;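 also: 0% = IMP-1 with DMSO and 100% = DMSO wells lacking enzyme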
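System: Purified IMP-1 | Read-out basis: Percent enzyme inhibition | Controls: IMP-1 with DMSO as 0%, enzyme-free DMSO as 100% | Replicates: One well per compound | Doses: 5.6 µM nominal single concentration | Detection: Epi-absorbance fluorescence, 480 nm excitation, 530 nm emission | Incubation: 25 °C, 15 min preincubation, 25 min reaction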
MEKK3 PB1 HTS – MEKK3-MEK5 PB1 interaction, increase or decrease | binding response (% of control), % at 10 µM | bead-based flow cytometry, Alexa488-MEK5 binding to MEKK3; actives lie on both sides; 0 = blocked by unlabeled MEK5, 100 = vehicle | 290,000 compounds, 1.4% hits | AID 1529;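 active = binding response more than 3 SD above or below the average of its plate-row segment, actives on both sides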;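 also: Alexa488 bead fluorescence after subtracting the streptavidin-only scavenger bead signal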
Target sequence (Q99759 whole entry, looked up): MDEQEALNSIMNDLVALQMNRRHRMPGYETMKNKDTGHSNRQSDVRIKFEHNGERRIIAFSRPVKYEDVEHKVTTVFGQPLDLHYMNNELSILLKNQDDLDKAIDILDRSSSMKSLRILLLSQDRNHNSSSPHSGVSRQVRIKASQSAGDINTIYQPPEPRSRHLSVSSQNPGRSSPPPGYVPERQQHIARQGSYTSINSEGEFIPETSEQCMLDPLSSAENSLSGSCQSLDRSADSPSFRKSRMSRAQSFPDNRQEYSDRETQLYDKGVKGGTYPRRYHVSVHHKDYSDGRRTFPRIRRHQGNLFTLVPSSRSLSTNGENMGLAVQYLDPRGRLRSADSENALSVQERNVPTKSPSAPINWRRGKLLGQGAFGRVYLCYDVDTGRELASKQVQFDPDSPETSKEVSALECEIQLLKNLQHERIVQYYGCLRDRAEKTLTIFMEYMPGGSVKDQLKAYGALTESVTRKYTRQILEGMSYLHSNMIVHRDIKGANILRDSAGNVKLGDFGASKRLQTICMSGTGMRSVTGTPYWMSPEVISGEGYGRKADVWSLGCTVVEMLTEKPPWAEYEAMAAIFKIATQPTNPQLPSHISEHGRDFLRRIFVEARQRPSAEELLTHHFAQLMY
DNA FID counter – displaces DNA intercalator in HCV helicase counter-screen. 290,000 compounds, 0.17% hits. DNA fluorescent intercalator displacement, fluorescence. inhibition, % at 7.9 µM; in the data active = inhibition above about 37%;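 also: 0% = vehicle and 100% = reference compound; higher means more ethidium bromide displaced from hairpin DNA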
VIM-2 inh – inhibitors of Pseudomonas aeruginosa VIM-2 metallo-beta-lactamase | purified VIM-2, nitrocefin hydrolysis, epi-absorbance fluorescence | inhibition, % at 5.6 µM | 290,000 compounds, 0.89% hits | AID 1527;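 active = inhibition above the mean of all tested compounds plus 3 SD, cutoff set per screening run, cut at about 7.5% in these data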;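 also: red hydrolysis product quenches plate fluorescence so inhibitors raise well fluorescence; 0% = enzyme with DMSO and 100% = DMSO without enzyme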
pCIP destab – lowers stability of the mouse p/CIP coactivator protein | decrease of EGFP signal, % at 10 µM | F442A p/CIP-EGFP cells, EGFP fluorescence, 16 h | 290,000 compounds, 0.01% hits | Q05BA5;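 active = EGFP signal decrease of at least 30% at 10 µM or well 3 SD below plate mean, unless failing retest; inactive = the rest, including hits failing retest or dose response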; also: some compounds called inactive have numbers as strong as hits; many of its hits are not listed in these tables
PHOSPHO1 inh – PHOSPHO1 (human) inhibition. Q8TCT1. recombinant PHOSPHO1, absorbance phosphatase assay. inhibition, % at 13.3 µM. 290,000 compounds, 1.1% hits; in the data active = inhibition above about 60%
Target sequence (Q8TCT1 whole entry, looked up): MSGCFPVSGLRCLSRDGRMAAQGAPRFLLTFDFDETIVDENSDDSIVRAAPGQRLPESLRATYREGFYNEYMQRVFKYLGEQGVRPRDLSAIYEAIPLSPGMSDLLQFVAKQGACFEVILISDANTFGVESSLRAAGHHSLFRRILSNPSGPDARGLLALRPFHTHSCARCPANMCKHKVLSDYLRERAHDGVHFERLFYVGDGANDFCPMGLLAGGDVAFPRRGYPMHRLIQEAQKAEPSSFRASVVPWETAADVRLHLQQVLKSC
UBC9 SUMO inh – blocks human SUMOylation mediated by UBC9; 290,000 compounds, 0.36% hits; AID 2006; P63279; HTRF SUMOylation assay, SAE1/SAE2 + UBC9, in vitro; inhibition, % at 35 µM; in the data active = inhibition above about 50%, passing the limit was not always enough; also: strong numbers were not always called active
Target sequence (P63279 whole entry, looked up): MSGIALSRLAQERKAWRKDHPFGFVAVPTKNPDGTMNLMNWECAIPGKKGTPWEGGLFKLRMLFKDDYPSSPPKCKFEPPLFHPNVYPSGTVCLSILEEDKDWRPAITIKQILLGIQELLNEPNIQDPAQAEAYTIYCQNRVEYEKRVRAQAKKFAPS
* hit, by the source's call. The list is partial. The share of hits here may be higher or lower than overall.

`CC(C)Cn1c(CN2C(=O)c3ccccc3C2=O)nc2ccccc2c1=O` gave NS3 helicase inh -8, IDE act 0, IMP-1 inh 2.6, MEKK3 PB1 HTS 99, DNA FID counter -4, VIM-2 inh -1.4, pCIP destab -13, PHOSPHO1 inh -2 and UBC9 SUMO inh 5.
Cc1cc(C)c(C)c(S(=O)(=O)NCCCn2ccnc2)c1C was read as NS3 helicase inh -5, IDE act 1, IMP-1 inh -1.5, MEKK3 PB1 HTS 101, DNA FID counter 2, VIM-2 inh -1.2, pCIP destab 0, PHOSPHO1 inh 25 and UBC9 SUMO inh 10.
Screening COc1ccccc1-n1c(-c2ccc(F)cc2)coc1=O returned NS3 helicase inh -1, IDE act 1, IMP-1 inh -2.3, MEKK3 PB1 HTS 104, DNA FID counter -7, VIM-2 inh -2.1, pCIP destab -5 and UBC9 SUMO inh -1.
For Cc1onc(-c2c(F)cccc2Cl)c1C(=O)ONC(=O)c1ccco1 the results were NS3 helicase inh 6, IDE act 2, IMP-1 inh -1.4, MEKK3 PB1 HTS 93, DNA FID counter 0, VIM-2 inh -2.1, pCIP destab -5, PHOSPHO1 inh 42 and UBC9 SUMO inh 17.
For COc1ccc(C(=O)N/N=C/c2ccc(OC)c(OS(=O)(=O)c3ccccc3)c2)cc1 the results were NS3 helicase inh -4, IDE act 0, IMP-1 inh -4.7, MEKK3 PB1 HTS 103, DNA FID counter -20, VIM-2 inh -2.5, pCIP destab -7, PHOSPHO1 inh -4 and UBC9 SUMO inh 14.
O=[N+]([O-])c1cc(Br)c(O)c(/C=N/Nc2nc3ccccc3s2)c1 was read as NS3 helicase inh 16, IDE act 2, IMP-1 inh -1.9, MEKK3 PB1 HTS 98, DNA FID counter 3, VIM-2 inh -6.8, pCIP destab 16, PHOSPHO1 inh 8 and UBC9 SUMO inh 11.
`CCn1cc(C(=O)O)c(=O)c2cnc(N3CCN(C(=S)NC(=O)c4ccc(Br)cc4)CC3)nc21` gave NS3 helicase inh -2, IMP-1 inh -1.5, MEKK3 PB1 HTS 101, DNA FID counter -3, VIM-2 inh -2.1, pCIP destab 0, PHOSPHO1 inh 23 and UBC9 SUMO inh 25.
For CCCCC(=O)Nc1ccc(C(=O)N(CC)c2ccccc2C)cc1 the results were NS3 helicase inh 2, IDE act 2, IMP-1 inh -0.1, MEKK3 PB1 HTS 102, DNA FID counter -38, VIM-2 inh 1.4, pCIP destab 7, PHOSPHO1 inh 66* and UBC9 SUMO inh -1.
For CCc1ccc(C(=O)c2cc3ccc(O)cc3oc2=O)cc1 the results were NS3 helicase inh 16, IDE act 1, IMP-1 inh -2.6, MEKK3 PB1 HTS 103, DNA FID counter -11, VIM-2 inh -2.8, pCIP destab 2, PHOSPHO1 inh 6 and UBC9 SUMO inh 6.
Screening Oc1ccc(-c2[nH]ncc2-c2ccc(Br)cc2)c(O)c1 returned NS3 helicase inh -6, IDE act 3, IMP-1 inh -1.9, MEKK3 PB1 HTS 102, DNA FID counter -9, VIM-2 inh 0.1, pCIP destab -18, PHOSPHO1 inh 18 and UBC9 SUMO inh 6.
`Cc1ccc(C2C=C(c3ccccc3)Nc3nc(N4C(=O)CCC4=O)nn32)cc1` (configuration not stated) gave NS3 helicase inh 6, IMP-1 inh 0.5, MEKK3 PB1 HTS 103, DNA FID counter -40, VIM-2 inh 1.4, pCIP destab -6, PHOSPHO1 inh 25 and UBC9 SUMO inh 39.
`CN(C)S(=O)(=O)c1cccc(C(=O)Nc2ccccc2[N+](=O)[O-])c1` gave NS3 helicase inh 6, IDE act -4, IMP-1 inh 0.2, MEKK3 PB1 HTS 97, DNA FID counter 6, VIM-2 inh -2.6, pCIP destab -17, PHOSPHO1 inh 6 and UBC9 SUMO inh 1.
`CCOc1ccc(C(=O)Nc2cnn(Cc3ccc(Cl)c(Cl)c3)c2)cc1` gave NS3 helicase inh -17, IDE act -7, IMP-1 inh -2.5, MEKK3 PB1 HTS 102, DNA FID counter -16, VIM-2 inh -4.4, pCIP destab -6, PHOSPHO1 inh 32 and UBC9 SUMO inh -18.
`C=CCNC(=O)c1ccc(CNS(=O)(=O)c2ccc(NC(C)=O)cc2)cc1` gave NS3 helicase inh 3, IDE act 3, IMP-1 inh -2.8, MEKK3 PB1 HTS 105, DNA FID counter 1, VIM-2 inh -2.9, pCIP destab -9, PHOSPHO1 inh 9 and UBC9 SUMO inh 16.
`COc1cc(C(=O)/C=C/c2cccnc2)ccc1O` gave NS3 helicase inh 21, IDE act 6, IMP-1 inh 1.2, MEKK3 PB1 HTS 96, DNA FID counter -7, VIM-2 inh 0.7, pCIP destab -12, PHOSPHO1 inh 26 and UBC9 SUMO inh 12.

Reprinted from the part before: 2 compounds; new compounds follow.
`C=CCNC(=O)c1ccc(CNS(=O)(=O)c2ccc(NC(C)=O)cc2)cc1` gave NS3 helicase inh 3, IDE act 3, IMP-1 inh -2.8, MEKK3 PB1 HTS 105, DNA FID counter 1, VIM-2 inh -2.9, pCIP destab -9, PHOSPHO1 inh 9 and UBC9 SUMO inh 16.
`COc1cc(C(=O)/C=C/c2cccnc2)ccc1O` gave NS3 helicase inh 21, IDE act 6, IMP-1 inh 1.2, MEKK3 PB1 HTS 96, DNA FID counter -7, VIM-2 inh 0.7, pCIP destab -12, PHOSPHO1 inh 26 and UBC9 SUMO inh 12.
O=C(NC12CC3CC(CC(C3)C1)C2)N1CCC(n2nnc3ccccc32)CC1 was read as NS3 helicase inh 0, IDE act 1, IMP-1 inh -2.9, MEKK3 PB1 HTS 101, DNA FID counter 1, VIM-2 inh -1.2, pCIP destab -5, PHOSPHO1 inh 0 and UBC9 SUMO inh 27.
CC(C)(C)c1ccc(C2SCC(=O)N2c2cccc(C(=O)O)c2)cc1 (configuration not stated) was read as NS3 helicase inh 24, IDE act 3, IMP-1 inh -1.1, MEKK3 PB1 HTS 100, DNA FID counter -26, VIM-2 inh -2.2, pCIP destab 2, PHOSPHO1 inh 38 and UBC9 SUMO inh -11.
`COC(=O)CSc1nnc(NC(=O)/C=C\c2ccc3c(c2)OCO3)s1` gave NS3 helicase inh 3, IDE act 5, IMP-1 inh -2.4, MEKK3 PB1 HTS 103, DNA FID counter -4, VIM-2 inh 0.6, pCIP destab -4, PHOSPHO1 inh 9 and UBC9 SUMO inh 16.
Screening O=C(NN1C(=O)/C(=C/C=C/c2ccco2)SC1=S)c1ccncc1 returned NS3 helicase inh 40*, IMP-1 inh -3.9, MEKK3 PB1 HTS 96, DNA FID counter -11, VIM-2 inh -2.7, pCIP destab 1 and PHOSPHO1 inh -1.
Screening COc1ccccc1OCc1nnc(SCC(=O)Nc2ccc(N3CCOCC3)cc2)n1C returned NS3 helicase inh -10, IDE act 6, IMP-1 inh -2.6, MEKK3 PB1 HTS 99, DNA FID counter -31, VIM-2 inh -2.5, pCIP destab 3, PHOSPHO1 inh 17 and UBC9 SUMO inh -5.
Screening C=C(C)C1CC=C(C)/C(=N/NC(=O)c2ccc(NC(=O)CC)cc2)C1 (configuration not stated) returned NS3 helicase inh -9, IDE act 8, IMP-1 inh -2.3, MEKK3 PB1 HTS 104, DNA FID counter -2, VIM-2 inh -2.3, pCIP destab 16, PHOSPHO1 inh 6 and UBC9 SUMO inh -6.
Cn1c(=O)c2c(nc(CN3CCN(c4ccccc4)CC3)n2Cc2ccccc2Cl)n(C)c1=O was read as NS3 helicase inh -4, IDE act 2, IMP-1 inh -0.4, MEKK3 PB1 HTS 100, DNA FID counter -3, VIM-2 inh -3.4, pCIP destab -5, PHOSPHO1 inh 30 and UBC9 SUMO inh -4.
Screening CC(=O)C1[C@H](N(C)C)CC2C3CC=C4CC(O)CC[C@]4(C)C3CC[C@@]21C (some centres not stated) returned NS3 helicase inh 4, IDE act 4, IMP-1 inh -1.0, MEKK3 PB1 HTS 103, DNA FID counter 0, VIM-2 inh 0.0, pCIP destab 5, PHOSPHO1 inh 28 and UBC9 SUMO inh -1.
Screening CC(C)n1nc(C(=O)OCC(=O)N2CC(=O)Nc3ccccc32)c2ccccc2c1=O returned NS3 helicase inh 5, IDE act 2, IMP-1 inh -0.8, MEKK3 PB1 HTS 100, DNA FID counter -29, VIM-2 inh 4.2, pCIP destab -4, PHOSPHO1 inh 16 and UBC9 SUMO inh 5.
`C/C(=N\NC(=O)COc1ccccc1[N+](=O)[O-])c1cccc(NC(=O)c2ccncc2)c1` gave NS3 helicase inh 0, IDE act -2, IMP-1 inh -1.1, MEKK3 PB1 HTS 94, DNA FID counter -46, VIM-2 inh 2.6, pCIP destab 3, PHOSPHO1 inh 33 and UBC9 SUMO inh -5.
COc1ccc(-c2cc3c(=O)n(CC(=O)N4CCCC4)ncn3n2)cc1 was read as NS3 helicase inh 5, IDE act 4, IMP-1 inh 1.2, MEKK3 PB1 HTS 93, DNA FID counter -4, VIM-2 inh -2.6, pCIP destab 0, PHOSPHO1 inh 49 and UBC9 SUMO inh 4.
`CCCN1CCc2c(sc(NC(=O)CCS(=O)(=O)c3ccccc3)c2C(N)=O)C1` gave NS3 helicase inh 5, IDE act 4, IMP-1 inh -0.3, MEKK3 PB1 HTS 103, DNA FID counter -1, VIM-2 inh 0.6, pCIP destab -3, PHOSPHO1 inh 31 and UBC9 SUMO inh 12.
Screening COC(=O)c1c(NC(=O)/C=C/C(=O)O)sc(C)c1-c1ccc(C(C)C)cc1 returned NS3 helicase inh -4, IDE act 0, IMP-1 inh -1.1, MEKK3 PB1 HTS 100, DNA FID counter -18, VIM-2 inh -1.8, pCIP destab -16, PHOSPHO1 inh -112 and UBC9 SUMO inh 2.
For Cc1ccc(-n2nc3c(c2NC(=O)c2ccc4c(c2)OCO4)CSC3)cc1 the results were NS3 helicase inh -2, IDE act 0, IMP-1 inh -4.7, MEKK3 PB1 HTS 93, DNA FID counter -2, VIM-2 inh -5.4, pCIP destab -5, PHOSPHO1 inh 3 and UBC9 SUMO inh 12.
Screening CC(=O)c1ccc(N2CC(C)(C)C2=O)cc1 returned NS3 helicase inh 10, IDE act 0, IMP-1 inh -3.4, MEKK3 PB1 HTS 105, DNA FID counter -6, VIM-2 inh -3.4, pCIP destab -6, PHOSPHO1 inh 24 and UBC9 SUMO inh 14.
For CN1CCN(C(=O)Nc2ccccc2CC[N+](=O)[O-])CC1 the results were NS3 helicase inh -22, IDE act 7, IMP-1 inh -2.9, MEKK3 PB1 HTS 118, DNA FID counter 6, VIM-2 inh -0.2, pCIP destab -2, PHOSPHO1 inh 24 and UBC9 SUMO inh 3.
`COc1ccc(CN(C)S(=O)(=O)c2nnc(NC(=O)c3ccccc3OC)s2)cc1OC` gave NS3 helicase inh -2, IDE act 2, IMP-1 inh -3.5, MEKK3 PB1 HTS 102, DNA FID counter -31, VIM-2 inh -1.8, pCIP destab -12, PHOSPHO1 inh -40 and UBC9 SUMO inh 13.
For COc1cccc(NC(=O)COC(=O)CNS(=O)(=O)c2c(F)cccc2F)c1 the results were NS3 helicase inh 0, IDE act 1, IMP-1 inh -1.8, MEKK3 PB1 HTS 96, DNA FID counter 1, VIM-2 inh 0.6, pCIP destab 5, PHOSPHO1 inh -2 and UBC9 SUMO inh -8.
For COc1ccc(/C=c2\sc3nc(-c4ccccc4)c(-c4ccccc4)n3c2=O)cc1OC the results were NS3 helicase inh 7, IDE act -2, IMP-1 inh -2.8, DNA FID counter -5, VIM-2 inh -2.6, pCIP destab -7, PHOSPHO1 inh 26 and UBC9 SUMO inh 32.

Screens as filed in PubChem BioAssay.
